Compound activity: PubChem BioAssay, several laboratories
IDE cell inh: inhibits human insulin-degrading enzyme in HEK cells; AID 434962; FAbetaB cleavage, fluorescence polarization; inhibition, % at 5.59 µM; P14735; 0.41% of 320,000 active;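 active = percent inhibition above the average of all tested compounds plus 3 SD, set per screening campaign, cut at about 16% in these data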;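 also: IDE supplied by intact live HEK cells; FP after avidin binding of uncleaved biotin substrate so inhibition keeps polarization high; 0% = DMSO wells and 100% = 60 µM reference IDE inhibitor Ii1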
pCIP destab: lowers stability of the mouse p/CIP coactivator protein. Q05BA5. F442A p/CIP-EGFP cells, EGFP fluorescence, 16 h. decrease of EGFP signal, % at 10 µM. 0.01% of 290,000 active;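 active = EGFP signal decrease of at least 30% at 10 µM or well 3 SD below plate mean, unless failing retest; inactive = the rest, including hits failing retest or dose response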; also: some compounds called inactive have numbers as strong as hits; many of its hits are not listed in these tables
Target sequence (Q05BA5 1-1403): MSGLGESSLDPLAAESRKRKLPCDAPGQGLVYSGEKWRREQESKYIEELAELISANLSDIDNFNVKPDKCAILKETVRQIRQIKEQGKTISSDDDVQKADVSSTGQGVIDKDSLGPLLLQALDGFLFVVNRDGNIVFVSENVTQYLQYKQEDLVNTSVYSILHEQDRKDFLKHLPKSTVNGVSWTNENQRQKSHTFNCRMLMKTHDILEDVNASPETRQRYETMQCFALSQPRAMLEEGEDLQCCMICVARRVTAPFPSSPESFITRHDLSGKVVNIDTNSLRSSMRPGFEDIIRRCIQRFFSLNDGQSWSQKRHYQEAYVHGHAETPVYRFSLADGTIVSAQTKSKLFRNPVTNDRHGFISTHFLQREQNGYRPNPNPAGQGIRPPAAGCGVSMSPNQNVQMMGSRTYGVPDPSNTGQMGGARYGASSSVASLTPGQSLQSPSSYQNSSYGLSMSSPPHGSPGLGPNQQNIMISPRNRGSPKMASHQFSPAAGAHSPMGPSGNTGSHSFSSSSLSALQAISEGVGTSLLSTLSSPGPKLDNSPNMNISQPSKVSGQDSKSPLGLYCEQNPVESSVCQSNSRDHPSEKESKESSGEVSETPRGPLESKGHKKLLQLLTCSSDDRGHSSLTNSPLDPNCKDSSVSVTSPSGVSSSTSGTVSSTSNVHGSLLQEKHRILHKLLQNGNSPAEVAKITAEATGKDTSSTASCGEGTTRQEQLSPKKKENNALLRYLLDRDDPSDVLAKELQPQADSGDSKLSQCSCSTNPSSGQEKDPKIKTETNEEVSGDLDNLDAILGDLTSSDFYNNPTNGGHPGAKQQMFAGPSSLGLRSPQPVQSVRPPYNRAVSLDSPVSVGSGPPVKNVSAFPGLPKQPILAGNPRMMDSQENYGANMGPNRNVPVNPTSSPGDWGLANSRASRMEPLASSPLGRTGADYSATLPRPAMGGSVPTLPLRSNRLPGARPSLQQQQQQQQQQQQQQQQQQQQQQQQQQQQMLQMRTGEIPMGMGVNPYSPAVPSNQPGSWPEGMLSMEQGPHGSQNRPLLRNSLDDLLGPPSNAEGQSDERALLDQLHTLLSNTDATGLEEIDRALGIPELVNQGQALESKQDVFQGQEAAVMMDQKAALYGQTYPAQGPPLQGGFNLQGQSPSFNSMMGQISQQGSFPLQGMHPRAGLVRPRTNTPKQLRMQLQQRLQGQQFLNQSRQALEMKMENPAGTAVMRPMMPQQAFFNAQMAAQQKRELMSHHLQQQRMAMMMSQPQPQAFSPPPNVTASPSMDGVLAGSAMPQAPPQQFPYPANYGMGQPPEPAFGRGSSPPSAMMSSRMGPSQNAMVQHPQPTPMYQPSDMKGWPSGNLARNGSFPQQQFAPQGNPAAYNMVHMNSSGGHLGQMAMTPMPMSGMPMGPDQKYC
NS3 helicase inh: HCV NS3 helicase inhibition | 0.56% of 290,000 active | inhibition, % at 10.9 µM | NS3 helicase DNA unwinding, Cy5 molecular beacon fluorescence;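 active = inhibition above the mean of all tested compounds plus 3 SD, set per campaign, cut at about 35% in these data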;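 also: 0% = DMSO wells and 100% = thioflavine S control wells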
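test system = hepatitis C virus NS3 helicase domain fragment enzyme | reagent = annealed dual-labelled DNA beacon duplex, ATP-started | times = 1 h at 25 °C | detection = Cy5 fluorescence, 0 and 60 min reads | read-out basis = percent inhibition from t60/t0 fluorescence ratio | control set = DMSO and thioflavine S | replication = one well per compound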
VIM-2 inhibitor: blocks Pseudomonas aeruginosa VIM-2 metallo-beta-lactamase. AID 1527. purified VIM-2, nitrocefin hydrolysis, epi-absorbance fluorescence. 0.89% of 290,000 active. inhibition, % at 5.6 µM;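 active = inhibition above the mean of all tested compounds plus 3 SD, cutoff set per screening run, cut at about 7.5% in these data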;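 also: red hydrolysis product quenches plate fluorescence so inhibitors raise well fluorescence; 0% = enzyme with DMSO and 100% = DMSO without enzyme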
IMP-1 inh: blocks Pseudomonas aeruginosa IMP-1 metallo-beta-lactamase | 0.45% of 290,000 active | inhibition, % at 5.6 µM | purified IMP-1, nitrocefin hydrolysis, epi-absorbance fluorescence;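 active = inhibition above the mean plus 3 SD of all compounds in the same screening run, cut at about 4.5% in these data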;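 also: 0% = IMP-1 with DMSO and 100% = DMSO wells lacking enzyme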
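System: purified IMP-1; amount: IMP-1 0.2 nM before substrate addition; compound: single dose, 5.6 µM; times: 25 °C, 15 min preincubation, 25 min reaction; signal: Epi-absorbance via hydrolysed-nitrocefin quenching of white-plate fluorescence, 480/530 nm, EDTA stop; benchmarks: DMSO with and without IMP-1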
FID counter: fluorescent intercalator displacement, NS3 helicase counter-screen; DNA fluorescent intercalator displacement, fluorescence; inhibition, % at 7.9 µM; 0.17% of 290,000 active; AID 1845; in the data active = inhibition above about 37%;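 also: 0% = vehicle and 100% = reference compound; higher means more ethidium bromide displaced from hairpin DNA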
SUMO HTRF inh: blocks human SUMOylation mediated by UBC9 | P63279 | inhibition, % at 35 µM | HTRF SUMOylation assay, SAE1/SAE2 + UBC9, in vitro | 0.36% of 290,000 active; in the data active = inhibition above about 50%, passing the limit was not always enough; also: strong numbers were not always called active
IDE act: boosts human insulin-degrading enzyme activity in HEK cells; P14735; FAbeta-B cleavage, fluorescence polarization; 0% vehicle, 100% cell-free pure enzyme wells; activation, % at 5.96 µM; 0.073% of 340,000 active; AID 493087;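 active = activation above the mean of all tested compounds plus 3 SD, set per screening campaign, cut at about 17% in these data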
M18AAP inhibitor: blocks P. falciparum M18 aspartyl aminopeptidase; 1.2% of 290,000 active; recombinant PfM18AAP, H-Glu-NHMec fluorogenic cleavage; inhibition, % at 7.35 µM;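 active = inhibition above the campaign mean inhibition over all tested compounds plus 3 SD, cut at about 28% in these data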;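 also: 0% = plate median of test compound wells and 100% = 2 mM ZnCl2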
Active calls of the source: *; · = no result given.

Values in the order – VIM-2 inhibitor	FID counter	NS3 helicase inh	pCIP destab	SUMO HTRF inh	IMP-1 inh	IDE act	M18AAP inhibitor	IDE cell inh
CC(NC(=O)CN1CCOCC1)c1ccccc1 (stereo unspecified)
    -0.4	-4.7	-3.7	-8.4	11.7	-1.6	2.3	2.4	0.3
Cc1ccc(OS(=O)(=O)c2cn(C)c(=O)n(C)c2=O)cc1C
    0.5	-4.8	-2.3	2.4	-5.0	-1.1	9.5	-6.1	2.1
O=C(Oc1ccc(Cl)c2cccnc12)c1ccco1
    -3.5	-2.3	0.6	-11.4	-5.5	-2.0	4.0	1.5	-0.5
CCC(C)C(NC(=O)C1CCC(C)CC1)C(=O)NCc1ccco1 (stereo unspecified)
    -1.4	-15.4	6.2	-6.3	-6.8	-0.4	2.8	0.9	3.7
CCCCOC(=O)c1ccc(S(N)(=O)=O)o1
    -2.9	-0.5	5.2	-8.4	0.7	-2.8	3.8	-1.9	-0.3
Cc1cc(C(F)(F)F)nn1CC(=O)Nc1cccnc1
    0.8	-3.0	12.9	7.6	12.1	1.3	1.6	-13.2	-0.5
Cc1ccc(SCc2[nH]nc3c2C2(C(=O)Nc4ccc(F)cc42)C(C#N)=C(N)O3)cc1 (stereo unspecified)
    -1.9	-26.5	1.8	-22.4	0.6	-3.3	3.3	3.7	-6.0
CCOc1ccccc1CN1CCNC(=O)C1CC(=O)NC1CCCCCCC1 (stereo unspecified)
    -0.7	-48.4	-9.2	6.1	0.3	-0.1	2.9	0.8	5.4
O=C(c1ccc(Cn2c(=S)[nH]c3ccccc3c2=O)cc1)N1CCN(c2ccccn2)CC1
    0.0	-5.1	-7.4	-15.0	9.2	-1.8	-0.8	-1.7	-3.2
COc1ccc([N+](=O)[O-])cc1NC(=O)Cc1c(Cl)cccc1Cl
    -1.1	2.1	12.8	0.7	-8.4	2.1	-1.6	-4.0	-1.1
CC(C)OCCCNC(=O)Cn1nc(-c2ccccc2)ccc1=O
    -3.0	-21.5	8.9	2.9	-12.9	-3.1	1.7	-13.4	-6.7
CCOc1ccc(NC(=O)C(Cc2ccccc2)NC(=O)C2CCCCC2)cc1 (stereo unspecified)
    -2.1	-4.8	4.3	-1.8	9.8	0.7	3.6	-6.3	-1.8
COC(=O)c1ccc(-c2sc3nc(N4CCOCC4)c4c(c3c2N)CCCC4)o1
    -1.8	-17.4	3.5	-1.6	28.8	-3.3	·	10.5	2.1
COc1ccc2oc(=N)c(C(=O)Nc3ccc(Cl)cc3)cc2c1
    -1.2	-3.4	1.7	-2.1	9.4	-3.1	3.5	2.0	-3.5
O=C(CSc1ccc(-c2ccncc2)nn1)N1CCN(c2ccccc2)CC1
    -0.7	-10.7	5.5	-1.9	5.2	-0.8	-10.7	2.6	10.0
O=C1Nc2ccc(Cl)cc2C12OCCCO2
    -2.0	-5.1	5.8	-4.7	-1.0	-3.3	3.7	-3.3	·
CCOc1cc(N2CCOCC2)c(OCC)cc1NC1=NCCCCC1
    -3.1	1.0	11.5	-4.2	10.3	-3.1	4.5	-11.9	0.4
Cc1c(C(=O)OCc2ccccc2)nnn1-c1nonc1N
    -0.6	-13.4	-4.3	-4.6	-2.8	-1.6	3.5	-1.6	-2.6
CN(C)S(=O)(=O)c1ccc(Cl)c(NC(=O)COC(=O)CNC(=O)c2ccco2)c1
    1.2	-4.3	-10.7	-2.4	8.9	-2.5	8.5	-8.9	3.3
Cc1cc(C)n(S(=O)(=O)c2ccc(F)cc2)n1
    -2.4	0.3	19.7	-3.0	1.1	-3.5	1.9	10.7	-4.7

Full records, quoted from the list. Values in the order: VIM-2 inhibitor | FID counter | NS3 helicase inh | pCIP destab | SUMO HTRF inh | IMP-1 inh | IDE act | M18AAP inhibitor | IDE cell inh
COC(=O)c1ccc(-c2sc3nc(N4CCOCC4)c4c(c3c2N)CCCC4)o1 in the list: -1.8 | -17.4 | 3.5 | -1.6 | 28.8 | -3.3 | · | 10.5 | 2.1
CN(C)S(=O)(=O)c1ccc(Cl)c(NC(=O)COC(=O)CNC(=O)c2ccco2)c1 in the list: 1.2 | -4.3 | -10.7 | -2.4 | 8.9 | -2.5 | 8.5 | -8.9 | 3.3

Additional structures follow:
Values in the order – VIM-2 inhibitor	FID counter	NS3 helicase inh	pCIP destab	SUMO HTRF inh	IMP-1 inh	IDE act	M18AAP inhibitor	IDE cell inh
Cc1ccc(NC(=O)CCNC(=O)c2ccc(Cl)cc2)cc1C
    -1.8	-26.6	-11.2	-4.1	6.8	-0.8	-3.2	-2.4	-3.5
CCO/C=N/c1c(C#N)c(CC#N)nn1-c1ccccc1
    -2.2	-7.0	10.7	-5.2	20.4	-1.3	3.7	-15.4	-3.3
O=c1[nH]c(=O)n(C2CCCCCC2)c(O)c1C=NCc1ccc(F)cc1
    0.9	-5.7	-4.3	-9.1	-3.3	0.7	2.7	-2.8	0.3
CC1=C(C(=O)Nc2ccccc2)C(c2cccs2)NC(=O)N1 (stereo unspecified)
    -2.7	4.2	0.9	3.5	4.5	-2.4	-0.3	-12.0	0.1
CCCCC(=O)Nc1cc(NC(=O)CC)ccc1Cl
    -4.3	-13.4	12.4	-5.1	18.9	-4.1	1.4	-17.0	5.4
COc1ccccc1CNC(=O)CCCc1ccccc1
    -4.5	-12.5	1.3	3.9	-11.1	-2.1	6.6	-9.2	-1.2
O=C(CNC(=O)c1ccc2ccccc2c1)NCc1ccccc1F
    -3.2	-15.7	1.3	-9.4	4.0	-2.2	-5.7	-1.0	2.3
Cc1ccc(/C=C/C(=O)Nc2ccncc2)o1
    -3.6	-3.5	6.7	9.3	-5.5	-2.0	3.2	-5.7	2.0
Clc1cccc(Cl)c1CSc1nnc(/C=C/c2ccccc2)o1
    -2.0	-4.9	1.6	0.3	5.0	-2.0	3.0	-27.7	-3.4
COCCCn1c(SCC(=O)Nc2ccc(C(C)=O)cc2)nc2ccccc2c1=O
    -4.8	-6.6	-1.2	18.4	-3.9	-2.5	3.8	4.8	2.4
O=C(COC(=O)c1ccc(-c2ccc([N+](=O)[O-])cc2)o1)NC(=O)NC12CC3CC(CC(C3)C1)C2
    2.0	1.5	12.7	-6.3	0.3	-2.2	-1.5	1.3	0.7
O=[N+]([O-])c1ccccc1/C=N/N1CCN(c2ccccn2)CC1
    -0.4	-6.5	-4.6	-1.6	5.5	-2.9	1.8	4.5	-0.7
CCN(CC(=O)NC(C)C)C(=O)[C@@H](NC(=O)c1ccco1)C(C)C
    -1.0	-10.2	-5.9	-5.0	10.6	-2.4	5.0	-3.8	0.8
COc1cc(C(=O)Nc2ccc(NC(=O)C3CCCCC3)nc2)cc(OC)c1OC
    -1.0	-30.1	-5.8	-4.6	14.0	-0.9	-5.4	-1.6	·
Cc1cc(C)cc(NC(=O)CSc2cc(C(=O)c3nccn3C)c3ccccc3n2)c1
    -1.8	-4.0	5.5	17.8	2.8	-4.3	3.2	-10.1	0.9
COc1cccc(N2CCN(C(=O)CCS(=O)(=O)c3ccc4c(c3)oc(=O)n4C)CC2)c1
    -0.3	-30.7	-4.8	1.1	4.6	-2.9	3.1	7.3	2.4
COc1ccccc1C(=O)OCCCN=C1NS(=O)(=O)c2ccccc21
    -2.4	-5.1	-6.1	-0.6	2.2	-0.3	3.6	-0.7	4.0
O=C(Nc1ccnn1C1CCN(C(=O)c2ccc(Cl)c(F)c2)CC1)C1CCOC1 (stereo unspecified)
    -2.8	-8.5	-1.5	-3.3	-9.1	-1.5	5.4	1.3	·
COc1ccc(N2CCOCC2)c(NC(=O)c2ccco2)c1
    -0.3	-14.6	-2.7	14.8	-5.3	-1.7	3.4	3.4	-3.8
Cc1noc(C)c1C(=O)OCC(=O)/C=C1\N(C)c2ccccc2C1(C)C
    -2.4	-6.7	5.2	-8.2	-7.4	-2.7	0.4	0.1	0.3
CCOc1ccc(NS(=O)(=O)c2ccc3[nH]c(=O)oc3c2)cc1
    -4.6	2.7	-0.7	8.3	-5.4	-4.4	7.6	0.5	0.5
Cc1cccc(OCC(=O)O/N=C(\N)Cc2ccc(Cl)cc2)c1
    -3.3	-3.6	3.6	-7.0	-11.9	-5.5	0.4	-11.3	0.5
CC(C)[C@H](Nc1ccc(C(F)(F)F)cc1[N+](=O)[O-])C(=O)O
    -1.7	-2.3	-2.1	3.8	13.8	-2.0	-2.4	0.3	4.1
CC(=O)c1ccc(NC(=O)CCc2c(C)nc3ncnn3c2C)cc1
    -0.1	-2.8	-1.3	-9.2	16.5	0.9	6.6	-9.0	·
CCOC(=O)c1c(C)nn(-c2ccc(NC(=O)CSCC(=O)O)cc2)c1C
    -1.0	-33.6	-3.8	-0.6	10.6	-1.9	2.1	-14.5	-3.9
O=C(CN1CCC(NC(=O)Nc2ccccc2)CC1)Nc1ccc([N+](=O)[O-])cc1
    -0.9	16.6	-16.1	-3.4	-14.8	-1.9	-2.3	-11.4	-3.2
O=C(OC(C(=O)NCc1ccc2c(c1)OCO2)c1ccccc1F)c1ccco1 (stereo unspecified)
    -1.4	-17.0	-1.5	-6.9	3.6	-2.8	0.4	4.6	-1.8
CCN1CCN(c2ccc(S(=O)(=O)N3CCOCC3)cc2NC(=O)COc2ccc(F)cc2Cl)CC1
    0.8	20.4	-70.0	2.7	-0.4	-2.1	6.9	-7.1	1.0
Cn1nnc(NC(=O)c2cccs2)n1
    -0.1	0.6	-9.2	14.0	-5.5	-0.2	1.8	-2.1	-1.2
CC1CC(C)CN(C(=O)Cn2nnc(-c3ccc(Br)cc3)n2)C1 (stereo unspecified)
    -3.3	-27.4	16.3	-7.7	10.8	-4.2	3.3	-3.4	9.6
O=S(=O)(Nc1cccc(-n2cnnn2)c1)c1ccccc1C(F)(F)F
    1.5	-8.3	0.2	0.6	0.1	-0.6	3.7	3.3	3.7
CCOc1ccc(C(=O)NCC2CCN(CC3CCCCC3)CC2)cc1
    0.0	6.4	8.0	-3.9	-0.9	-0.3	-0.1	-8.8	·
CCOc1ccc(/C=C(\C#N)C(=O)NCC2CCCO2)cc1OCC (stereo unspecified)
    1.3	-23.4	0.1	-12.0	2.3	-4.7	-4.7	1.8	7.6
Cc1cccc(C)c1NC(=O)CN1CCNCC1
    -0.6	-5.4	5.5	-2.9	3.6	-5.4	3.5	-1.2	0.1
Cc1ccc(NC(=O)c2cncc(Br)c2)nc1
    -2.0	-2.9	1.7	-4.9	10.4	-3.6	0.8	-5.9	-7.9
O=C(Nc1ccccc1)c1cccnc1Nc1ccccc1
    -3.2	-1.0	-9.6	-0.6	-0.5	-7.6	2.3	-12.3	1.0
COc1ccc(C(=O)NCCSCc2ccc(Cl)cc2)cc1OC
    -2.9	-25.5	-6.2	0.5	4.2	-3.9	-1.7	0.9	3.7
COc1ccc(NC(=O)C2CCC(CNc3c(N4CCOCC4)c(=O)c3=O)CC2)cc1Cl (stereo unspecified)
    -0.8	-21.5	-6.6	-2.0	4.5	-2.5	0.7	-4.7	3.8
CCC(C)(C)c1nnc(NC(=O)c2cccc([N+](=O)[O-])c2)s1
    -5.9	2.5	-4.6	2.2	-12.2	-2.8	4.3	-9.5	4.6
COC(=O)N/N=C/c1cc(N=Nc2ccccc2Cl)ccc1O
    -3.5	2.3	6.6	-0.4	17.8	-5.3	2.8	1.1	-4.0
